Assay outcomes from PubChem BioAssay.
Runt-SMMHC FRET: inhibitors of RUNX1 Runt–CBFb-SMMHC binding, primary screen, biochemical, FRET, Cerulean-Runt, Venus-CBFb-SMMHC, uHTS. Runt-related transcription factor 1 (Homo sapiens) + Core-binding factor subunit beta …. 220,000 tested, 0.74% active. inhibition, % at 20 µM. Cerulean-Runt/Venus-CBFb-SMMHC FRET ratio 530/480, 1 h;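 active = mean inhibition across duplicate retests at 20 µM reaching about 50%, limit read from the data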;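 note: 0% = DMSO wells and 100% = wells with excess untagged CBFb-SMMHC; inhibitors lower the FRET ratio by blocking Runt binding to CBFb-SMMHC; some results filed as inactive read as strong as hits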
EBV gp42 block: Epstein-Barr virus gp42 inhibitors, primary screen, biochemical, uHTS, fluorescence polarization; Glycoprotein 42 (Epstein-Barr virus (strain AG876)), Q1HVG2; Fluorescence polarization binding assay, mP read-out; inhibition, % (tested at 21.74 µM); 220,000 tested, 0.42% active; AID 1085, 2008; in the data active = inhibition above about 50%
L929 necroptosis: inhibitors of zVAD-triggered necroptosis, primary screen, L929 cells | L929 zVAD necroptosis rescue, ATP luminescence, 24 h; with zVAD 60 µM | viability rescue, % at 10 µM | 220,000 tested, 0.38% active | AID 1377, 2008;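 active = activation, scaled between plate controls, above about 75%, limit read from the data; inactive = activation under that limit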;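 note: 0% = zVAD with DMSO and 100% = DMSO alone without zVAD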
TbHK1 inh: Trypanosoma brucei hexokinase 1 inhibitors, primary screen, biochemical, G6PDH-coupled NADH absorbance, MLSCN library. hexokinase 1 [Trypanosoma brucei]. recombinant TbHK1, G6PDH-coupled NADH A340. inhibition, % at 10 µM. 220,000 tested, 0.11% active. AID 1430, 2008;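 active = inhibition of 50% or more in the single-dose primary screen; inactive = inhibition below 50%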
Runt-CBFb FRET: inhibitors of RUNX1 Runt–CBFb binding, primary screen, biochemical, FRET, Cerulean-Runt, Venus-CBFb, uHTS | 220,000 tested, 0.46% active | inhibition, % at 20 µM | Runt-related transcription factor 1 (Homo sapiens) + Core-binding factor subunit beta … | Cerulean-Runt/Venus-CBFb FRET ratio 530/480, 1 h;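 active = inhibition over about 50% at 20 µM in the single-dose screen, limit read from the data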;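 note: 0% = DMSO wells and 100% = excess unlabeled CBFb competitor control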
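Measured by: fluorescence energy transfer, 422 nm excitation, 530/480 nm emission; test system: Cerulean-tagged RUNX1 Runt domain (FRET donor) fusion protein; buffer or medium: Tris pH 7.5 buffer with BSA; compound: one dose, 20 µM compound, 1% DMSO; times: two 1 h room-temperature incubations shielded from light; benchmarks: unlabeled CBFb 5 µM, positive control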
Mdm2 ligase inh: MDM2-luciferase reporter signal enhancers, primary screen, MDM2 E3 ligase inhibitor project, cell-based, luminescence, 1536-well | E3 ubiquitin-protein ligase Mdm2 (Homo sapiens), Q00987 | cell-based MDM2 ubiquitination luciferase reporter, 2 h; 0 = plate control, 100 = twice control, blank-subtracted | signal enhancement, % at 5 µM | 210,000 tested, 0.11% active | AID 1230, 2008;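 active = signal enhancement of 30% or more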;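 note: luminescence tracks abundance of the self-degrading MDM2-luciferase fusion protein; higher signal means inhibition of MDM2 E3 ligase activity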
Target sequence (Q00987 whole entry, looked up, the tested form may be a part): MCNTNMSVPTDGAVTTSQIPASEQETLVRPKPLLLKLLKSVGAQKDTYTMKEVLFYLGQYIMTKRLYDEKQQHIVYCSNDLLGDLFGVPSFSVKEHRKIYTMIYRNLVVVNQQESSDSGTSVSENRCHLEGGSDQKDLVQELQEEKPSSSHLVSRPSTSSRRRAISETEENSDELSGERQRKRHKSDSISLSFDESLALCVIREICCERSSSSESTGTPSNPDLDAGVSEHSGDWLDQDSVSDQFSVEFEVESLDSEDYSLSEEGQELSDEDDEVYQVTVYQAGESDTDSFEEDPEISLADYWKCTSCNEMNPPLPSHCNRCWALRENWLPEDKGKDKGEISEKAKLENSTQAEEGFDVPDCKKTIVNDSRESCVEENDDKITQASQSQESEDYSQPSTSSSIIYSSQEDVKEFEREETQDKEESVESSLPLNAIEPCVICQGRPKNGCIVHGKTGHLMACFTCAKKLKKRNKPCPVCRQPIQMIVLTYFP
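Buffer or medium: Cells held in DMEM | Assay system: Stable mammalian line carrying autodegrading MDM2–luciferase fusion reporter | Quantity: 2000 cells/well | Times: 4 h settle plus 2 h compound, 37 °C | Doses: One concentration, 5 µM, with 0.2% DMSO | Technique: Luminescence with SteadyLite reagent, 15 min at room temperature | Benchmarks: Plate controls and plate blanks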
NCF1 inh: p47phox/p22phox peptide binding inhibitors, primary screen, biochemical, uHTS, NADPH oxidase regulatory subunit; Neutrophil cytosol factor 1 (Homo sapiens), P14598; fluorescence polarization, 2 h; inhibition, % at 24.7 µM; 220,000 tested, 0.53% active;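 active = inhibition above about 30%, limit read from the data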;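 note: 0% = p47phox with labelled peptide and 100% = labelled peptide alone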
Target sequence (P14598 whole entry, looked up): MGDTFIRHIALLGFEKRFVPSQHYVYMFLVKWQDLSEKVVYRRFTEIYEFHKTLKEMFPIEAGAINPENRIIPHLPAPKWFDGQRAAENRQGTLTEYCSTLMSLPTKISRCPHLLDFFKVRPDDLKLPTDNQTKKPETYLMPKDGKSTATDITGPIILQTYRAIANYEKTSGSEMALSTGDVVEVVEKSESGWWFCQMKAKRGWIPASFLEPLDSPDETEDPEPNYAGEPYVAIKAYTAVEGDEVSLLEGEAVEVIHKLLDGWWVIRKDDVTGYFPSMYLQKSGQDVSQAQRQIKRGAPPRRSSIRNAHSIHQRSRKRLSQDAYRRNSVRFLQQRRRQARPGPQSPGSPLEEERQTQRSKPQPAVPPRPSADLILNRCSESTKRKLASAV
Hck Nef HTS: inhibitors of Nef-activated human Hck kinase, primary screen, biochemical, Z-Lyte FRET, 384-well, Hck-YEEI | Tyrosine-protein kinase HCK (Homo sapiens), P08631 | 220,000 tested, 0.68% active | Recombinant Hck-YEEI plus Nef, Z-Lyte FRET kinase assay | AID 463187, 2010 | inhibition, % at 20 µM;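 active = Hck-Nef kinase inhibition above about 50%, limit read from the data; inactive = inhibition below that limit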;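 note: 0% = DMSO with Hck plus Nef and 100% = Hck alone without Nef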
14-3-3 Bad PPI: inhibitors of 14-3-3 zeta/Bad binding, primary screen, biochemical, TR-FRET, bovine 14-3-3 zeta; 220,000 tested, 0.71% active; 14-3-3 protein zeta/delta (Bos taurus), P63103; TR-FRET 14-3-3zeta/Dy647-pBad peptide displacement, 1 h; AID 781, 2007; inhibition, % at 21.7 µM;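 active = inhibition above about 70%, limit read from the data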;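 note: 0% = full 14-3-3 plus peptide FRET controls and 100% = background without 14-3-3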
Starred values were filed as active, the others as inactive; . = no result given; [ ] = dose if it differs, or a comment.

SMILES	Runt-SMMHC FRET	EBV gp42 block	L929 necroptosis	TbHK1 inh	Runt-CBFb FRET	Mdm2 ligase inh	NCF1 inh	Hck Nef HTS	14-3-3 Bad PPI
COCCCNC(=O)c1ccccc1NS(C)(=O)=O	-2	-6	0.0	-5	0	-3	-6	1	-3
CC[n+]1c(S(=O)(=O)[O-])ccc2ccc(C)cc21	-1	-14	0.0	-7	0	-5	-1	0	14
Cc1ccccc1OCC(=O)Nc1ccc2oc(=O)ccc2c1	1	5	0.1	-3	-2	-8	-2	-3	-15
O=C(Nc1cccc(C(F)(F)F)c1)c1ccc(N2CCNCC2)c([N+](=O)[O-])c1	1	-2	29	-10	0	10	9	7	-6
CC(C)[C@H]1CN=C2N(CCNC(=O)CCC3CCCCC3)[C@H](Cc3ccc(O)cc3)CN21	-5	-12	1.1	-4	1	.	29	-6	4
COc1ccc(C(=O)CSc2nnc(COc3ccc(C#N)cc3)n2-c2ccccc2)cc1	-4	-11	0.8	-6	-4	-9	-3	1	-8[fluorescence artefact?]
COc1ccc(NC(=O)C2CCN(S(=O)(=O)c3ccc(Br)s3)CC2)cc1OC	-1	17	.	5	-2	3	-14	-4	0
CCOC(=O)c1c(C)[nH]c(C)c1C(=O)CSc1nc2ccccc2n1CCC#N	1	2	0.8	-5	4	-14	-5	1	-8[fluorescence artefact?]
O=C(COC(=O)c1ccc2c(c1Cl)C(=O)c1ccccc1C2=O)NC1CC1	4	-1	0.5	-2	-3	2	-4	4	-4
COCCCn1c(=O)/c(=C\c2ccccc2OC(F)F)s/c1=C(/C#N)C(=O)NCCOC	-12	-24	0.1	0	12	.	-11	24	-4
COCCn1c(SCc2cc(=O)n3cc(C)ccc3n2)nc2ccccc2c1=O	-2	-7	1.5	-7	0	-6	-5	-5	-3
COC(=O)[C@@]1(Cc2ccc(OC)cc2)[C@@H]2C(=CC(=O)[C@H]2CC(=O)C(=O)N(C)C)CN1C(=O)c1ccccc1	2	1	-0.4	0	-6	.	-6	3	-5
S=c1[nH]nc(-c2cc(-c3ccccc3)n[nH]2)n1/N=C/c1cccc(Cl)c1	9	-1	3.1	1	2	-11	-8	27	26
CCCCNC(=O)NCCN1CCOCC1	-2	-5	1.1	-20	2	-6	-3	2	-2
COCCNC(=O)C1CCCN(c2nn3c(=O)cc(C)nc3s2)C1 (configuration not stated)	2	-8	2.2	-5	2	-13	-8	-1	1[fluorescence artefact?]
NNC(=O)CSc1nc(-c2ccccc2)nc2c1CCCC2	1	-5	3.7	2	0	5	-8	9	-10
Cc1nc(SCC(=O)Nc2ccc(N3CCOCC3)cc2)nc(C)c1C	3	-20	-0.3	1	0	-55	-6	0	-13
CCn1c(SCCC(=O)O)nnc1-c1cccnc1	3	4	1.9	0	-2	-10	-1	-2	-4
Cc1ccc(-c2c(C)c(-c3ccc(F)cc3)nc(N)c2C#N)o1	-29	2	0.2	-4	-41	-9	-7	3	19
CCn1c(-c2cccc(Cl)c2)n[nH]c1=S	7	-14	0.5	-6	0	-12	-1	1	-3
O=C(/C=C\c1ccco1)Nc1nc(-c2ccc3ccccc3c2)cs1	-8	-25	9.4	-10	5	-13	-20	0	-1
Cc1cccc(N(Cc2cc(=O)[nH]c3ccccc23)C(=O)C(C)C)c1	-1	-2	-0.2	-13	-1	-2	-12	13	2
CCCCCOc1ccc(/C=C/C(=O)NCCc2nc3ccccc3[nH]2)cc1OC	-6	-19	2.0	-6	-3	-3	-1	1	-21
CC(=O)Oc1ccc2c(c1)c(C(C)=O)c(C)n2C	-5	-2	0.3	6	0	-7	-6	-1	-5
Cc1nn(-c2ccccc2)c(C)c1/C=N/NC(=O)c1cc(-c2ccc(Cl)s2)[nH]n1	1	-3	1.6	-15	-3	-9	-7	2	10
CC(=O)c1ccn(S(=O)(=O)c2ccc(Cl)cc2)c1	1	-17	-0.3	-8	1	-8	-7	16	-12
Cc1ccc(OCC(O)CN2C(=O)NC(C)(C)C2=O)cc1 (configuration not stated)	1	-13	-0.1	7	-2	-2	-10	8	0[fluorescence artefact?]
N#CCC(CNc1ncc(C(F)(F)F)cc1Cl)OC(=O)c1ccc(Cl)cc1 (configuration not stated)	5	-10	1.1	5	-4	-17	-16	3	-7
Cc1ccc(Cn2ccc(NC(=O)c3cc4nc5c(c(C(F)(F)F)n4n3)CCc3ccccc3-5)n2)cc1	8	-6	0.5	-9	27	3	-4	6	-8[fluorescence artefact?]
CC(=O)OCC1=C(C(=O)O)N2C(=O)C(NC(=O)c3ccc(COc4c(C)cccc4Cl)o3)C2SC1 (configuration not stated)	0	-6	-0.2	13	-3	.	-32	77*	34
COc1ccc(-c2c3c(=O)n(C)c(=O)n(C)c3cn2Cc2ccccn2)cc1	8	-24	-0.3	-12	0	2	0	1	5
CC(=O)c1c(C(C)=O)c(C)n(-c2ccc(C(=O)O)cc2)c1C	1	-13	0.0	4	-110	4	-5	0	0[fluorescence artefact?]
CCC(=O)Nc1ccc2oc(-c3ccccc3Br)nc2c1	-3	-20	0.1	1	-2	-8	-13	-1	6
CC1CCCCN1Cc1nc2c(c(=O)n(C)c(=O)n2C)n1Cc1c(F)cccc1Cl (configuration not stated)	49	-8	-1.1	6	-1	-9	-7	16	3
COc1ccc(C2C(C#N)=C(N)Oc3cc(C)[nH]c(=O)c32)c(OC)c1OC (configuration not stated)	2	-10	0.2	-4	7	-17	-3	-2	4
Fc1ccc(-n2c(CN3CCCCC3)n[nH]c2=S)cc1	2	-7	1.0	8	4	-7	0	22	-9
N#Cc1cc(C(=O)c2ccccc2OCC(=O)Nc2ccccc2Cl)cn(C2CCCCC2)c1=O	-1	-9	2.0	-14	-2	-13	-14	3	6[fluorescence artefact?]
CCN(C(=O)CN(C)Cc1cccc(Cl)c1Cl)c1c(N)n(Cc2ccccc2)c(=O)[nH]c1=O	-1	-15	1.5	-5	-1	-10	-9	0	0
CCCCNC(=O)CC1N=C2c3ccccc3N=C(SCC(=O)Nc3ccccc3OC)N2C1=O (configuration not stated)	1	-6	0.1	-20	-4	-39	-4	2	-8
COCCCNC(=O)CN(c1ccc(OC)cc1)S(=O)(=O)c1ccc(NC(C)=O)cc1	-3	5	0.4	1	-3	-20	8	1	-7
COc1ccc(CCNC(=O)CCS(=O)(=O)c2ccc(Br)cc2)cc1OC	0	-7	1.0	-3	0	-9	-5	27	-16
Clc1ccc(-c2nc(-c3cc4cc(Cl)ccc4o3)cs2)cc1	0	-17	0.0	-5	2	.	-162	25	0
O=C(O)C1=C[C@@H](C2CC2)C[C@@H](OCc2ccc(CO)cc2)O1	-2	-13	0.7	-12	-1	.	.	10	5
O=C(c1cccnc1)N1CCN(S(=O)(=O)c2ccc(F)cc2)CC1	-8	-13	5.0	-2	1	5	-4	23	3
Brc1[nH]nc2ccccc12	2	-12	0.3	5	-3	-14	3	2	3
Cn1cccc1CNC(=O)Nc1ccc(Cl)cc1	2	.	0.0	2	-3	-16	.	-1	.
CCc1c(C(=O)NCc2ccccc2Cl)[nH]c(C)c1C(C)=O	-2	-12	6.2	4	-1	-2	-6	1	-4
CCCn1c(O)c(C=Nc2ccccc2)sc1=S	49	-14	0.7	-2	21	-5	-4	12	-9
O=C1/C(=C/c2cccs2)SC(=S)N1c1ccccc1	-17	-2	0.3	-13	-7	5	-5	1	-5[fluorescence artefact?]
Cc1ccc(C(c2nnnn2CC2CCCO2)N2CCN(C(=O)c3ccco3)CC2)cc1 (configuration not stated)	5	3	0.7	5	0	-14	-6	-1	-1
The list continues.
SMILES	Runt-SMMHC FRET	EBV gp42 block	L929 necroptosis	TbHK1 inh	Runt-CBFb FRET	Mdm2 ligase inh	NCF1 inh	Hck Nef HTS	14-3-3 Bad PPI
O=C(CCNC(=O)c1ccccc1)OCN1C(=O)c2ccccc2C1=O	-5	-18	-0.1	-5	-1	-12	-3	1	-1
O=C(Nc1ccc2c(c1)OCO2)c1ccc(Cl)nc1	2	-37	-0.6	-6	-1	-3	-13	3	0[fluorescence artefact?]
CC1(C)CC2(CCCN(CC(O)(c3ccccc3)c3ccccc3)C2)CCO1 (configuration not stated)	-1	-12	-0.3	-8	0	-2	-6	12	-14
COc1ccc(Cl)cc1S(=O)(=O)N1CCCC1=O	2	-5	0.5	2	-1	-9	-11	7	0
Cc1ccccc1S(=O)(=O)Nc1cccnc1	2	-15	2.1	3	-4	-6	-6	-9	1
Cn1cc(C=O)c2ccccc21	-6	7	-1.8	3	0	-15	2	5	2
Cc1[nH]c2ccccc2c1C(=O)C(C)OC(=O)c1ccc([N+](=O)[O-])o1 (configuration not stated)	-1	-11	-1.7	-5	1	3	-17	-3	-5
COc1cccc(CNc2nc3ccc(C)cc3n3cnnc23)c1	1	-50	-0.7	-26	0	0	-21	26	3
CCN1CCC2(CCN(Cc3cn[nH]c3-c3ccc(OC)c(F)c3)C2)C1 (configuration not stated)	1	4	1.4	-1	-1	-10	-2	-12	1

In the list so far, four contain a COOH group.
SMILES	Runt-SMMHC FRET	EBV gp42 block	L929 necroptosis	TbHK1 inh	Runt-CBFb FRET	Mdm2 ligase inh	NCF1 inh	Hck Nef HTS	14-3-3 Bad PPI
CCn1c(SCCC(=O)O)nnc1-c1cccnc1	3	4	1.9	0	-2	-10	-1	-2	-4
CC(=O)OCC1=C(C(=O)O)N2C(=O)C(NC(=O)c3ccc(COc4c(C)cccc4Cl)o3)C2SC1 (configuration not stated)	0	-6	-0.2	13	-3	.	-32	77*	34
CC(=O)c1c(C(C)=O)c(C)n(-c2ccc(C(=O)O)cc2)c1C	1	-13	0.0	4	-110	4	-5	0	0[fluorescence artefact?]
O=C(O)C1=C[C@@H](C2CC2)C[C@@H](OCc2ccc(CO)cc2)O1	-2	-13	0.7	-12	-1	.	.	10	5
